KCNQ1 block = inhibitors of human KCNQ1 channel, primary screen, cell-based, thallium flux, high-throughput | Potassium voltage-gated channel subfamily KQT member 1 (Homo sapiens), P51787 | CHO-K1 KCNQ1, FluxOR thallium flux fluorescence; active compounds read high | B-score at 10 µM | hit rate 1.3% among 310,000 | AID 2642, 2010;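 active = compounds whose thallium flux B-score, printed positive for inhibition, exceeds three library SD while starting fluorescence stays within three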;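 note: channel opened by potassium depolarization with thallium stimulus after 20 min compound exposure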
KCNQ1 pot = potentiators or activators of KCNQ1 channel, primary screen, cell-based, thallium flux, high-throughput. Potassium voltage-gated channel subfamily KQT member 1 (Homo sapiens), P51787. CHO-K1 KCNQ1, thallium flux FluxOR fluorescence; active compounds read high. B-score at 10 µM. hit rate 0.35% among 310,000;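 active = fluorescence ratio B-score, a plate-corrected score, at least three library SD, with initial intensity B-score within 5 SD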
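Test system: CHO-K1 cells stably expressing KCNQ1 / Medium: assay buffer / Also added: depolarizing K+/Tl+ stimulus, K2SO4 and Tl2SO4 each 12.5 mM in 5x stock / Incubation: 90 min dye loading and 20 min compound exposure, both at room temperature / Signal: thallium influx via FluxOR fluorescence, kinetic imaging / Evaluation: B score of baseline-normalized fluorescence ratio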
KCNK9 block = KCNK9 potassium channel inhibitors, primary screen, HEK293 cells, thallium flux; B-score at 10 µM; hit rate 1.2% among 310,000; Potassium channel subfamily K member 9 (Homo sapiens), Q9NPC2; FluxOR thallium flux fluorescence; active compounds read low;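 active = ratio B-score over 3 SD below the library mean, with starting fluorescence within 5 SD of its mean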;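 note: negative B-score means less thallium flux so channel inhibition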
RGS4 act = RGS4 potentiators or activators, primary screen, cell-based, HEK293 M3R inducible RGS4, calcium flux; carbachol calcium flux Fluo4; active compounds read low; B-score at 10 µM; hit rate 0.92% among 310,000;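 active = B-score of the integrated calcium signal more than 4 SD below the library mean, with starting fluorescence not abnormally high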;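 note: negative B-score means reduced calcium response which marks RGS4 activation or potentiation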
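Assay system: Inducible-RGS4 HEK293 cells carrying M3 receptor | Schedule: Compound preincubation 20 min at room temperature before agonist | Signal: Kinetic calcium fluorescence imaging with Fluo4-AM dye, 2 µM | Read-out basis: B score from integrated fluorescence ratio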
ANO1 block = TMEM16A chloride channel inhibitors, primary screen, cell-based, HTS. HEK293 TMEM16A/YFP iodide influx fluorescence, ionomycin. hit rate 1.2% among 310,000. AID 588511, 2011. Anoctamin-1 (Mus musculus), Q8BHY3. normalized B-score (activity score, 25-100; higher = stronger inhibition) at 10 µM;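 active = ratio plate-corrected score three or more library SD toward inhibition, starting fluorescence score within five deviations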;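 note: score derived from kinetic fluorescence span divided by baseline fluorescence per well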
Target sequence (Q8BHY3 whole entry, looked up): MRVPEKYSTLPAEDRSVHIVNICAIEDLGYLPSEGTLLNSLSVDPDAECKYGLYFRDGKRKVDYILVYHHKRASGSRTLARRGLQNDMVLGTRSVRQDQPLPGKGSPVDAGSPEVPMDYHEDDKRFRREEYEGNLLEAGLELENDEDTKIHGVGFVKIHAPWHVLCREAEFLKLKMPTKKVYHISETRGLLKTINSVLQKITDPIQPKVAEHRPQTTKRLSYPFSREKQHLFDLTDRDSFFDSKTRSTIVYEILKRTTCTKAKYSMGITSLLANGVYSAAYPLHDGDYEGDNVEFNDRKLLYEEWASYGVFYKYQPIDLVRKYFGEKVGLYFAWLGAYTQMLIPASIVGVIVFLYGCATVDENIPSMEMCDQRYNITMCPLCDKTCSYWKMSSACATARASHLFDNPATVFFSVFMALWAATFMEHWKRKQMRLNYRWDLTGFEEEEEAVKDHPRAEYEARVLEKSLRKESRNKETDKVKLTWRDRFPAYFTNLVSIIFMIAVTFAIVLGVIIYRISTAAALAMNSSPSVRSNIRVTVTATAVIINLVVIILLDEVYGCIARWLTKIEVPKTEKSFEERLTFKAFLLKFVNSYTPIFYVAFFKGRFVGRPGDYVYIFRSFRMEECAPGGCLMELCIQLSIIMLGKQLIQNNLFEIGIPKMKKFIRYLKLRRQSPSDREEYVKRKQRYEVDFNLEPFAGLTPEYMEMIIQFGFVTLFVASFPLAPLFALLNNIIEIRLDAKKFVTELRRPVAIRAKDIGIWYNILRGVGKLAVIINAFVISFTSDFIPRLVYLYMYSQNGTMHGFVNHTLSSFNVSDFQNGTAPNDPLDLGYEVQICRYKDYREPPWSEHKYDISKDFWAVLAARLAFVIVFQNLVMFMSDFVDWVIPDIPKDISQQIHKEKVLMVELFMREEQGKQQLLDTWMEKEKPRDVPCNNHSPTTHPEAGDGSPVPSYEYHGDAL
HDAC3 inhib = HDAC3 deacetylase inhibitors, primary screen, biochemical, fluorescence, cell-free homogeneous. Histone deacetylase 3 (Homo sapiens), O15379. recombinant HDAC3, fluorogenic peptide/trypsin coupled. inhibition, % at 8.3 µM. hit rate 0.15% among 320,000. AID 2718, 2010; in the data active = inhibition above about 26%, passing the limit was not always enough; inconclusive = no clear call, values can overlap the other calls
KCNK3 block = human KCNK3 channel inhibitors, primary screen, CHO cells, FluxOR thallium flux, B-score; Potassium channel subfamily K member 3 (Homo sapiens), O14649; FluxOR fluorescence; active compounds read low; B-score at 10 µM; hit rate 0.84% among 340,000;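 active = B-score under library mean minus 4 SD, starting fluorescence ratio at most library mean plus 5 SD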;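 note: more negative B-score means stronger inhibition of thallium flux through KCNK3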
RGS4 block = RGS4 inhibitors, primary screen, cell-based, HEK293 M3R inducible RGS4, calcium flux; Regulator of G-protein signaling 4 (Homo sapiens), P49798; Fluo-4 calcium flux; active compounds read high; triggered by carbachol at its EC20; B-score at 10 µM; hit rate 0.45% among 310,000;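 active = B-score, a plate-corrected calcium signal, over three deviations above library mean, with baseline fluorescence within five deviations of library mean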;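 note: RGS4 expression induced by doxycycline in cells with stable M3 receptor; B-score is computed from the integrated fluorescence ratio over baseline after carbachol; higher B-score means a larger calcium signal and so more RGS4 inhibition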
SKKanGAS inh = S. pyogenes SKKanGAS growth inhibitors in kanamycin, primary screen, streptokinase expression inhibitor project, SKKanGAS strain, BacTiter-Glo luminescence; 6 h; inhibition, % at 7.5 µM; hit rate 1.3% among 300,000; AID 1662, 2009;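 active = mean replicate score, as percent of positive control median, at least 50; inconclusive = mean below 50 but one replicate at or above 50; inactive = mean and every replicate below 50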;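 note: strain carries kanamycin resistance gene driven by streptokinase promoter and grows in 40 µg/ml kanamycin; loss of luminescence reflects streptokinase promoter inhibition or plain growth inhibition; 0% = median of DMSO wells and 100% = positive control at its reference dose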
ANO1 activ = TMEM16A chloride channel activators or potentiators, primary screen, cell-based, HTS | HEK293 TMEM16A/YFP-H148Q/I152L, iodide quench fluorescence; active compounds read low | B-score at 10 µM | hit rate 0.3% among 340,000 | AID 623877, 2012;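 active = fluorescence-ratio B-score plate-corrected deviation score at least 3 library SD below zero, with starting fluorescence score within 5 deviations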;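 note: channel opened by trigger with iodide after compound preincubation; score built on the fluorescence ratio of max minus min over baseline; more negative score means more quench and so TMEM16A activation or potentiation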
hERG rescue = hERG rescue from dofetilide block, primary screen, cell-based, CHO-hERG, FluxOR thallium flux, dofetilide IC70; Voltage-gated inwardly rectifying potassium channel KCNH2 (Homo sapiens), Q12809; activation (rescue from dofetilide block), less the hit threshold, % at 10 µM; AID 1511, 2009; hit rate 0.51% among 310,000; dofetilide IC70 present;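 active = activation above the mean of controls blocked by dofetilide plus 5 SD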;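 note: thallium influx through hERG after potassium depolarization seen as dye fluorescence rise; in these data hits start at about 4.7%; inactives centre near -7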
* marks the source's active call; other numbers are inactive results; i = inactive; ? = inconclusive; nt = no result given.

SMILES	KCNQ1 block	KCNQ1 pot	KCNK9 block	RGS4 act	ANO1 block	HDAC3 inhib	KCNK3 block	RGS4 block	SKKanGAS inh	ANO1 activ	hERG rescue
COc1ccccc1C1(O)C(=O)Nc2ccccc21 (stereo not given)	i	i	i	i	i	-3	i	i	-1	i	1
COCC1CCCCN1C(=O)c1ccc2nc(Cc3ccc(OC)c(OC)c3)oc2c1 (stereo not given)	i	i	i	i	i	-9	i	i	-5	i	-10
Cc1ccc(O)c(C2=Nc3ccccc3N=C(c3cccs3)C2)c1	i	i	i	i	i	0	i	i	-3	i	-15
O=C(NC1CCCc2ccccc21)c1cccc(S(=O)(=O)N2CCOCC2)c1 (stereo not given)	i	i	i	i	i	4	i	i	-7	i	-7
CCOC(=O)Cc1nn(CCc2ccccn2)c(=O)c2ccccc12	i	i	i	i	i	-3	i	i	-5	i	-13
O=C(c1c(O)c2ccccc2oc1=O)C1CCCCC1	i	i	i	i	i	1	i	i	15	i	0
CCc1ccc(NC(=O)C2=CC(c3cccs3)=NS(=O)(=O)N2C)cc1	i	i	i	i	i	0	i	i	1	i	-7
COc1cc(S(=O)(=O)NCCCn2ccnc2)ccc1Cl	i	i	i	i	i	-3	i	i	4	i	-10
CC(c1n[nH]c(=S)n1Cc1ccccc1)N(C)C (stereo not given)	i	i	i	i	i	5	i	i	-3	i	-7
CCOC(=O)N1CCN(c2ccccc2OC)CC1	i	i	i	i	i	4	i	i	-15	i	-7
COc1cc(-c2cc(C(=O)N3CCN(c4ccccn4)CC3)c3ccccc3n2)cc(OC)c1OC	i	i	i	i	i	?	i	i	11	i	-27
O=C(CCc1nnc(C2CCCCC2)o1)N1CCCCC1CCn1cccn1 (stereo not given)	i	i	i	i	i	-3	i	i	2	i	-10
CCc1nnc(NS(=O)(=O)c2ccc(NC(=S)NC(=O)/C=C/c3ccc(OC)cc3)cc2)s1	i	i	i	i	i	-8	i	i	28	i	2
CCC(Sc1n[nH]c(=O)[nH]c1=O)C(=O)OCc1ccccc1 (stereo not given)	i	i	i	i	i	-5	i	i	-1	i	-13
Cc1cccc(NC(=O)CN2C(=O)NC(C)(c3ccc4ccccc4c3)C2=O)n1 (stereo not given)	i	i	i	i	i	1	i	i	-4	i	-12
CCOC(=O)c1c(C)[nH]c(C(=O)OC(C)C(=O)Nc2ccccc2OC)c1C (stereo not given)	i	i	i	i	i	3	i	i	40	i	-10
O=C1CC(c2ccccc2)n2nc(N3C(=O)c4ccccc4C3=O)nc2N1 (stereo not given)	i	i	i	i	i	-1	i	i	-14	i	-7
CN(CC(=O)NC1CCCCCC1)S(=O)(=O)c1ccccc1	i	i	i	i	i	-2	i	i	2	i	-6
COc1ccc(/C=C2\N=C(c3ccccc3)N(c3ccc(C(=O)O)cc3)C2=O)cc1OC	i	i	i	i	i	14	i	i	16	i	-15
CCC1(c2ccccc2)NC(=O)N(CC(=O)NCc2ccncc2)C1=O (stereo not given)	i	i	i	i	i	-1	i	i	-2	i	-9
CN(C)c1ccc(/C=C/C=C2/SC(=S)N(c3ccccc3)C2=O)cc1	i	i	i	i	i	-2	i	i	25	i	-4
COCCCN1C(=O)C(=O)/C(=C(/O)c2ccc(OC(C)C)cc2)C1c1ccc(O)c(OC)c1 (stereo not given)	i	i	i	i	i	1	nt	i	-2	nt	-8
COCCNC(=O)C(c1ccc(C)cc1)N(C(=O)CCC(=O)Nc1ccccn1)C1CCCCC1 (stereo not given)	i	i	i	i	i	-11	i	i	20	i	-5
CCC(c1nnc(SCC(=O)NC2CCCCC2)n1Cc1ccccc1)N(C)C (stereo not given)	i	i	i	i	i	1	i	i	-2	i	-12
CC(C)CC(=O)Nc1cccc(NC(=O)CC(C)C)n1	i	i	i	i	i	2	i	i	4	i	-7
CC(C)Cn1c(-c2ccc(Br)cc2)c[nH]c1=S	i	i	i	i	i	10	i	i	14	i	-17
COc1cccc(OCC(=O)Nc2cc(Cl)ccc2Oc2ccccc2)c1	i	i	i	i	i	-1	i	i	nt	i	-8
COc1ccc2c(c1)C=C(CN1CCN(C3CCCC3)C(CCO)C1)CO2 (stereo not given)	i	i	i	-7*	i	6	i	i	-4	i	-10
CC(=O)c1cccc(NC(=O)COc2ccccc2C(=O)c2cc(C#N)c(=O)n(C3CCCCC3)c2)c1	i	i	i	i	i	4	i	i	10	i	-5
CCc1ccc(N2C(=O)Nc3ccccc3C2(O)C(=O)N2CCN(c3ccccn3)CC2)cc1 (stereo not given)	i	i	i	i	i	-3	i	i	1	i	-9
CCOC(=O)c1nnn(-c2nonc2N)c1CN(C)Cc1ccccc1	i	i	i	i	i	-2	i	i	-4	i	-15
O=C(CO)N/N=C/c1ccc(Cl)cc1	i	i	i	i	i	2	i	i	0	i	-9
O=C(Nc1ccc(N2CCOCC2)c(Cl)c1)c1ccc(Br)o1	i	i	i	i	i	-3	i	i	-1	i	-21
COc1ccc(-n2c(N)c(C(=O)NCc3ccco3)c3nc4ccccc4nc32)c(OC)c1	i	i	i	i	i	-22	i	i	9	i	-15
O=C(Nc1ccc(Oc2ccccc2)cc1)C1CC1	i	i	i	i	i	4	i	i	1	i	-9
CC(CNCC1CCCO1)COc1cccc2ccccc12 (stereo not given)	i	i	i	i	i	4	i	i	2	i	-10
C=C(C)COc1ccc(-c2nc(N)nc(C)c2-c2ccc(OC)cc2)c(O)c1	i	i	i	i	i	3	i	i	-19	i	-10
Cc1cccc(S(=O)(=O)c2c(C)cc(C)nc2Cl)c1	i	i	i	i	i	-3	i	i	-4	i	-6
COc1ccc2nc(C)cc(SCC(NC(C)=O)C(=O)OC(C)C)c2c1 (stereo not given)	i	i	i	i	i	-6	i	i	4	i	-8
Cc1c(C(=O)NNC(=S)NCc2ccc(Cl)cc2)oc2ccccc12	i	i	i	i	i	-17	i	i	82*	i	-11
COc1ccc(CCN2C(=O)NC(NC(C)=O)(C(F)(F)F)C2=O)cc1OC (stereo not given)	i	i	i	i	i	-3	i	i	6	i	-7
COc1ccc(C2NC(=O)C(C#N)=C(S)N2c2cccc(C)c2)cc1OC (stereo not given)	i	i	i	i	i	1	i	i	-3	i	-15
CC(=O)c1ccc(S(=O)(=O)NCCCC(=O)NCCc2ccccn2)cc1	i	i	i	i	i	12	i	i	-1	i	-9
CCNC(=S)NNC(=O)c1csc(C)c1	i	i	i	i	i	-3	i	i	8	i	-5
COc1ccccc1N1CCN(CC(O)COc2c(OC)cccc2OC)CC1 (stereo not given)	i	i	i	i	i	2	i	i	-2	i	-5
Oc1c(C=C2N=c3ccccc3=N2)sc(=S)n1C1CCCC1	i	i	i	i	i	-4	i	i	-4	i	-5
CC(C)Cn1c(CCC(=O)O)ccc1-c1cccs1	i	i	i	-7.2*	i	-10	i	i	-9	i	-4
CC(C)CNC(=S)NC(=O)c1ccc(F)cc1	i	i	i	i	i	-4	i	i	-1	i	-1
COc1ccc(NC(=O)CSc2nnc(Cc3cccn3C)n2CCc2ccccc2)cc1OC	i	i	i	i	i	4	i	i	-2	i	-9
COc1ccccc1CNC(=O)CSc1ccc(C)cc1	i	i	i	i	i	4	i	i	2	i	-12
(next part)
SMILES	KCNQ1 block	KCNQ1 pot	KCNK9 block	RGS4 act	ANO1 block	HDAC3 inhib	KCNK3 block	RGS4 block	SKKanGAS inh	ANO1 activ	hERG rescue
COC(=O)C1CCN(S(=O)(=O)c2ccc(OC)cc2)CC1	i	i	i	i	100*	6	i	i	3	i	-10
COc1ccc(N(C)S(=O)(=O)c2ccc3c(c2)oc(=O)n3C)cc1	i	i	i	i	i	1	i	i	4	i	-12
CCCC1=C(C(=O)OCC)C(c2ccccc2OCC)NC(=O)N1C (stereo not given)	i	i	i	i	i	3	i	i	-11	i	-5
CCOC(=O)C1CCN(C(c2cc3ccc(C)cc3[nH]c2=O)c2nnnn2C2CCCCC2)CC1 (stereo not given)	i	i	i	i	i	13	i	i	-3	nt	-9
O=C(Oc1ccccc1C(=O)Oc1ccccc1)c1ccco1	i	i	i	i	i	9	i	i	-1	i	-11
O=C(Cc1ccc(Cl)cc1)Nc1ccc(C(=O)N2CCOCC2)cc1	i	i	i	i	i	-1	i	i	5	i	-18
COc1ccc(CNc2nc3c(c(=O)[nH]c(=O)n3C)n2Cc2ccccc2)cc1	i	i	i	i	i	-1	i	i	1	i	-1
O=C(Nc1ccc(S(=O)(=O)N2CCCCC2)cc1)C1CCCCC1	i	i	i	i	i	4	i	i	-7	i	-16
CC(C)(C)OC(=O)N1CCN(C(=O)c2cccnc2Cl)CC1	i	i	i	i	i	-1	i	i	-8	i	-3
O=Cc1cn(CC(=O)Nc2ccccc2)c2ccccc12	i	i	i	i	i	0	i	i	-3	i	-5
Cc1ccc(C)c(-n2cc[nH]c2=S)c1	i	i	i	i	i	2	i	i	0	i	-6
O=C(N/N=C/c1ccc(O)c2ccccc12)c1cccnc1	i	i	i	i	i	-13	i	i	5	i	-6
O=C(NCCC1=CCCCC1)C1CCN(C(=O)Cc2ccccc2)CC1	i	i	i	i	i	5	i	i	3	i	1
O=C(NCc1ccc(F)cc1)C1CCC(CNc2c(N3CCCCC3)c(=O)c2=O)CC1 (stereo not given)	i	i	i	i	i	11	i	i	2	i	-9
CC(=O)Nc1nc(N)n(-c2ccccc2)n1	i	i	i	i	i	-6	i	i	-5	i	-13
